Screening data: PubChem BioAssay, The Scripps Research Institute Molecular Screening Center
proCasp7 act: counter-screen for procaspase-3 activators: activators of human procaspase-7. P55210. recombinant procaspase-7, Ac-DEVD-pNA absorbance 405 nm; D23A/D198A/D206A triple mutant, cannot self-cleave; scale: DMSO 0, 5 µM enzyme 100. activation, % at 8.5 µM. actives 0.093% (n = 330,000);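 active = percent activation above the screen-wide mean plus 3 SD, cut at about 25% in these data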
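Test system: Procaspase-7 triple mutant (PC-7 D3A). Also added: Ac-DEVD-pNA substrate, 400 µM as added. Schedule: 1 h enzyme–compound preincubation and 2 h substrate reaction, both 25 °C. Signal: p-Nitroaniline absorbance at 405 nm, read at 0 and 120 min. Control set: low DMSO alone, high DMSO plus 5 µM PC-7.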
CTSL1 counter: blocks F. hepatica cathepsin L1 in PFM18AAP counter-screen; recombinant F. hepatica cathepsin L1, Z-Leu-Arg-MCA fluorescence; inhibition, % at 5.96 µM; actives 0.49% (n = 300,000); AID 1906;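 active = inhibition above the mean of all tested compounds plus 3 SD, set per screening campaign, cut at about 17% in these data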;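 also: 0% = plate median of test compound wells and 100% = 1 µM Z-Phe-Ala-diazomethylketone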
PP5 primary: PP5 (human) phosphatase inhibition. actives 0.18% (n = 320,000). inhibition, % at 6.7 µM. purified PP5c, OMFP substrate fluorescence. P53041;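 active = inhibition above the campaign's mean inhibition across all tested compounds plus 3 SD, cut at about 9.5% in these data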;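 also: 0% = DMSO only and 100% = 100 µM cantharidin control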
proCasp3 act: activates human procaspase-3; actives 0.11% (n = 330,000); recombinant procaspase-3 D3A, Ac-DEVD-pNA absorbance 405 nm; activation, % at 8.5 µM;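 active = activation above the mean of all tested compounds plus 3 SD, cut at about 21% in these data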;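 also: 0% = DMSO alone and 100% = DMSO wells spiked with extra 5 µM PC-3 D3A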
Target sequence (P42574 whole entry D9A/D28A/D175A): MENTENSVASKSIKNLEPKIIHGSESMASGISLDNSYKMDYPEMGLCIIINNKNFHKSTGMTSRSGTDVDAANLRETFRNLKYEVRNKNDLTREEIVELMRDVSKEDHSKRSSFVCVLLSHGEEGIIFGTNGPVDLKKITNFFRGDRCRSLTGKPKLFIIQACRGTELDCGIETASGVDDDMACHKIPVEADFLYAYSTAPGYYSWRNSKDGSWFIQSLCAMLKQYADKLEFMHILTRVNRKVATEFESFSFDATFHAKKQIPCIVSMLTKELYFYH
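System: Procaspase-3 D3A mutant. Medium: Zinc-free 300 mM NaCl, 50 mM HEPES, 0.01% Triton X-100. Schedule: 1 h preincubation plus 2 h reaction at 25 °C. Measured by: 405 nm absorbance of p-nitroaniline, reads at 0 and 120 min. Read-out: percent activation relative to control range.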
TPT1 inhibitor: blocks Candida albicans tRNA 2'-phosphotransferase; recombinant caTPT1, FP RNA substrate dephosphorylation; inhibition, % at 5 µM; actives 0.81% (n = 300,000); AID 1962;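 active = inhibition above the mean of all tested compounds plus 3 SD, set per screening campaign, cut at about 24% in these data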;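 also: plate controls were DMSO alone for no effect and ferristatin control at 100 nM for full effect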
PP1 counter: counter-screen for PP5 inhibitors: inhibitors of human PP1-alpha. P62136. purified PP1alpha, OMFP fluorescence. inhibition, % at 6.7 µM. actives 0.9% (n = 320,000). AID 2235;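 active = inhibition above the mean inhibition of all tested compounds plus 3 SD, computed separately for each screening campaign, cut at about 15% in these data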
AHR act: human AHR activation; AHR-responsive luciferase reporter cells, luminescence; AID 2796; activation, % at 5 µM; actives 2.5% (n = 320,000); P35869; in the data active = activation above about 47%;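 also: 0% = vehicle wells and 100% = reference agonist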
Target sequence (P35869 whole entry, looked up): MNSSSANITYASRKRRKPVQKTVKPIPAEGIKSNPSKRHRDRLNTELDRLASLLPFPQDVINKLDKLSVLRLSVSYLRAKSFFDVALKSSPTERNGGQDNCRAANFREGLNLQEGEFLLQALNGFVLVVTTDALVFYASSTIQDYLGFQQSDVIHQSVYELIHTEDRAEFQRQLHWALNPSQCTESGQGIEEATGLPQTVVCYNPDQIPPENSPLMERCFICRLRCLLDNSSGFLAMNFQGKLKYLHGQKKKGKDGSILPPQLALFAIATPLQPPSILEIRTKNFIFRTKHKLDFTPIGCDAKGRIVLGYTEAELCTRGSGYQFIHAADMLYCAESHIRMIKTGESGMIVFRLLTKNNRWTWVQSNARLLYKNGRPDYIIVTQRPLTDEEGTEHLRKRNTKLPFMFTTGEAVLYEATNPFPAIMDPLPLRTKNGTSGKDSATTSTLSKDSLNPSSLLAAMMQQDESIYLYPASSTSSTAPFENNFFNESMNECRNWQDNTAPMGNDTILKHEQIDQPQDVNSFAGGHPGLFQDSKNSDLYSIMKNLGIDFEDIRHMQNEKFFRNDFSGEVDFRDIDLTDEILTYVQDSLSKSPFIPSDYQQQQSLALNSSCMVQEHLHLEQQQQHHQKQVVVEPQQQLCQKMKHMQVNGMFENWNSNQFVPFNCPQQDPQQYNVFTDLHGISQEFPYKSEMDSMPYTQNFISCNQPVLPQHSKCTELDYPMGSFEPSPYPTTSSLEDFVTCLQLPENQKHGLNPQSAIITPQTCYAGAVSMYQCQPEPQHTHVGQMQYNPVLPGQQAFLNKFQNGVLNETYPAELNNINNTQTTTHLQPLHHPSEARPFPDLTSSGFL
PAFAH2 FP inh: inhibitors of human PAFAH2; actives 0.99% (n = 340,000); recombinant PAFAH2, FP-rhodamine activity probe, fluorescence polarization; AID 492956; inhibition, % at 3.39 µM; Q99487;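 active = inhibition above the mean over all tested compounds plus 3 SD, cut at about 30% in these data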;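 also: inhibitors block probe labeling of enzyme so polarization drops; 0% = enzyme with DMSO and 100% = wells lacking PAFAH2 protein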
core dimer inh: HCV core protein dimerization inhibition; inhibition, % at 5 µM; actives 0.33% (n = 300,000); TR-FRET GST/Flag-core106 dimerization, 1536-well;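 active = inhibition above the mean of all tested compounds plus 3 SD, set per screening campaign, cut at about 45% in these data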
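System: GST-tagged and Flag-tagged HCV core protein residues 1-106 / Input: core106 proteins, GST 13.5 nM and Flag 17 nM / Buffer or medium: KF-containing HEPES buffer, pH 7.45, DTT, CHAPS, BSA / Probe or stimulus: Eu-anti-GST and XL665-anti-Flag labelled anti-tag antibodies / Schedule: 4 h, 22.5 °C incubation / Technique: TR-FRET 671 and 617 nm emission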
The depositor's hits bear a star; . = no result given; & = joins results of further samples.

SMILES	proCasp7 act	CTSL1 counter	PP5 primary	proCasp3 act	TPT1 inhibitor	PP1 counter	AHR act	PAFAH2 FP inh	core dimer inh
CC1=C(C(N)=O)C(c2sccc2C)n2nnnc2N1 (configuration not stated)	-8	0	-1.5	-8	-4	2	1	-1	-19
CCOC(=O)c1c(NC(=S)Nc2ccc(OC)cc2)sc2c1CCC2	-11	0	1.7	6	2	-5	4	4	17
CC(C)NC(=O)C(C)n1cccc1C(=O)c1ccccc1 (configuration not stated)	10	1	-1.8	1	-4	-4	3	3	-7
CCOc1ccc2nc(NCCNC(=O)C3CC3)c(C)cc2c1	18	1	0.4	2	-4	4	38	7	-5
CCN(c1ccc(OC)cc1)S(=O)(=O)c1csc(C(N)=O)c1	-1	-6	2.0	3	-1	1	0	-7	-1
CCCCn1c(SCC(N)=O)nc2sc3c(c2c1=O)CCC3	-8	-1	2.6	10	-1	2	2	0	5
CCN(CC)c1ccc(N=Nc2nn(C)c(C)c2[N+](=O)[O-])cc1	2	2	7.1	-15	-1	6	2	-7	-37
CCC1Cc2c(nc(N)c3c(N)nc(N4CCOCC4)c(C#N)c23)O1 (configuration not stated)	-3	-1	1.4	-10	0	-2	4	8	-3
CCOc1ccc(S(=O)(=O)N2CCOCC2)cc1NC(=O)C1CSC2(C)CCC(=O)N12 (configuration not stated)	5	0	-0.9	-4	-1	-2	-3	5	-3
O=C(CS(=O)(=O)c1c[nH]c2ccccc12)Nc1ccc(F)cc1	4	-2	2.3	9	-4	-3	3	-7	-5
CCOc1ccccc1NC(=O)c1cc(C(=O)c2cc(Br)ccc2O)coc1=N	1	-1	3.5	7	0	0	18	1	8
COC(=O)c1c(NC(NC(=O)CC(C)C)C(Cl)(Cl)Cl)sc2c1CCC2 (configuration not stated)	-1	1	0.3	-5	0	2	4	0	3
O=C(Nc1nccs1)c1ccc(Br)c(S(=O)(=O)N2CCOCC2)c1	-7	-3	0.5	-5	-1	1	16	3	-1
CCCCCCc1ccc(N2C[C@H](C)[C@@H](CC(=O)NCc3ccccc3)C2=O)cc1	4	1	2.4	5	-3	-1	0	0	11
CC(C)(C)c1ccc(/C=N/NC(=O)CN2CCS(=O)(=O)CC2)cc1	3	0	-2.2	-2	0	-3	12	7	-3
Cn1cc(CNC(=O)c2ccc(OC3CCN(Cc4ccccn4)CC3)cc2)cn1	-6	-1	2.4	-2	-2	-1	-1	1	-12
Cc1ccccc1NC(=S)NC1CCCC1	-4	3	0.7	9	1	3	1	-6	9
Cc1cc(NC(=O)c2nn(C)c(C)c2Br)no1	-4	-3	1.9	5	-3	0	63*	-3	0
CCOC(=O)c1c(N)sc2c1CCC(CC)C2 (configuration not stated)	-5	0	1.5	-9	-8	1	1	5	2
O=C(O)CCC(NC(=O)c1cncc(O)c1)C(=O)O (configuration not stated)	16	1	0.5	1	2	-1	0	8	-1

Another view of four compounds above:
O=C(Nc1nccs1)c1ccc(Br)c(S(=O)(=O)N2CCOCC2)c1
  proCasp7 act = -7; CTSL1 counter = -3; PP5 primary = 0.5; proCasp3 act = -5; TPT1 inhibitor = -1; PP1 counter = 1; AHR act = 16; PAFAH2 FP inh = 3; core dimer inh = -1
CCCCCCc1ccc(N2C[C@H](C)[C@@H](CC(=O)NCc3ccccc3)C2=O)cc1
  proCasp7 act = 4; CTSL1 counter = 1; PP5 primary = 2.4; proCasp3 act = 5; TPT1 inhibitor = -3; PP1 counter = -1; AHR act = 0; PAFAH2 FP inh = 0; core dimer inh = 11
CC(C)(C)c1ccc(/C=N/NC(=O)CN2CCS(=O)(=O)CC2)cc1
  proCasp7 act = 3; CTSL1 counter = 0; PP5 primary = -2.2; proCasp3 act = -2; TPT1 inhibitor = 0; PP1 counter = -3; AHR act = 12; PAFAH2 FP inh = 7; core dimer inh = -3
Cn1cc(CNC(=O)c2ccc(OC3CCN(Cc4ccccn4)CC3)cc2)cn1
  proCasp7 act = -6; CTSL1 counter = -1; PP5 primary = 2.4; proCasp3 act = -2; TPT1 inhibitor = -2; PP1 counter = -1; AHR act = -1; PAFAH2 FP inh = 1; core dimer inh = -12

Going on with the list:
SMILES	proCasp7 act	CTSL1 counter	PP5 primary	proCasp3 act	TPT1 inhibitor	PP1 counter	AHR act	PAFAH2 FP inh	core dimer inh
CCN(CC)c1ccc(S(=O)(=O)N2CCOCC2)cc1NS(C)(=O)=O	-11	4	1.7	-3	5	-5	0	.	3
Cc1cc(C)c(NC(=O)c2ccc3c(c2)C(=O)N(Cc2cccnc2)C3=O)c(C)c1	-2	-1	-3.7	-1	-5	-12	17	2	-14
C/C(N)=C(/C#N)C(=O)COC(=O)C(NS(=O)(=O)c1ccc(Cl)cc1)C(C)O (configuration not stated)	-7	-1	-4.1	-1	-1	1	7	0&2	2
O=c1[nH]nc(Cc2ccccn2)c2ccccc12	9	-3	0.9	0	-1	-6	-3	-1	-4
CCOC(=O)c1c(C)[nH]c(C(=O)COC(=O)CCS(=O)(=O)c2ccc(C)cc2)c1C	5	-56	0.6	0	-4	-2	10	-2	5
CCC1CCCCN1CCCNC(=O)c1ccc2c(c1)N(Cc1c(F)cccc1Cl)C(=O)CS2 (configuration not stated)	17	4	-1.1	-5	0	-3	-1	-2	-4
Cc1cc(S(=O)(=O)N2CCOCC2)c(C)s1	-3	-2	-0.7	2	-1	0	0	8	0
C/C(O)=C(\N=Nc1cc(C)ccc1O)C(N)=O	-12	2	0.1	-8	-4	-4	52*	.	0
Cc1ccc(C)c(OCC(=O)Nc2cc(NC(=O)COc3cc(C)ccc3C)cc(C(=O)O)c2)c1	3	2	5.8	-2	2	8	1	-2	15
CC(C)C(NS(=O)(=O)c1cccc(C(F)(F)F)c1)C(=O)N1CCc2ccccc2C1 (configuration not stated)	0	1	1.9	-2	3	2	2	7	-4
CCC(C)NC(=O)CN(C)S(=O)(=O)c1ccc2c(c1)c(=O)n(C)c(=O)n2C (configuration not stated)	2	-1	1.0	5	-1	-3	-1	2	3
C=CCSc1nnc2nc3c(nn12)c1cc(C)ccc1n3CC=C	-4	8	-1.4	-3	3	4	39	0	25
C[C@@H]1CN([C@H](C)CO)C(=O)Cc2cc(NS(=O)(=O)c3ccc(F)cc3)ccc2O[C@H]1CN(C)Cc1ccc(C(=O)O)cc1	0	.	.	10	.	.	-1	10	.
Cc1oc(C(C)(C)C)cc1C(N)=O	9	3	-2.1	4	0	-6	-2	-1	3
Cc1cc(C)n2c(SCC(=O)NC3CCCCC3)nnc2n1	8	-7	-2.5	-4	-3	-2	-3	-2	-2
O=C(CCSc1ccc(Cl)cc1)NCc1ccncc1	0	-3	-0.3	7	-2	-2	2	-3	-1
CCCn1c(SC2C(=O)CC(C)(C)CC2=O)nc2c1c(=O)n(C)c(=O)n2C	-3	-2	0.4	4	-5	-10	-1	-2	-4
C=C(C)C1CC=C(C)/C(=N\NC(=S)Nc2ccc(C)cc2)C1 (configuration not stated)	-9	-2	2.4	-11	0	3	48*	1	3
Cc1ccc(-c2ccc(SCC(=O)Nc3cc(C)on3)nn2)cc1	-4	-3	0.2	9	1	6	2	-9	-2
CC(Sc1nnnn1C)C(=O)Nc1nc(-c2ccc(F)c(F)c2)cs1 (configuration not stated)	-1	.	1.6	0	.	0	-4	0	.
COc1cc([N+](=O)[O-])ccc1NC(=O)/C=C/C(=O)O	-7	-2	-0.5	-8	-1	1	0	1	3
CCOC(=O)C1CCCN(S(=O)(=O)c2ccc3c(c2)NC(=O)CO3)C1 (configuration not stated)	10	-4	-0.2	-2	0	-1	-1	0	11
CCC(C(=O)O)P(=O)(c1ccc(Cl)cc1)c1ccc(Cl)cc1 (configuration not stated)	2	7	2.6	-8	-1	-2	5	-3	-2
O=S(=O)(NCCOc1ccccc1Cl)c1ccc2oc3ccccc3c2c1	9	6	1.7	-1	-5	4	7	-23	9
Cc1ccc(N(Cc2cc(=O)[nH]c3ccccc23)C(=O)CCl)cc1	-8	9	1.2	4	-3	0	14	-2	8
Cc1cc(C(=O)NCc2ccccc2F)cs1	4	1	-0.2	1	2	-2	1	2	-5
Cc1ccc(S(=O)(=O)NNC(=O)CCC(=O)Nc2ccc(C)c(C)c2)cc1	-1	-5	-4.1	-6	2	-11	15	-4	-5
C/C(=N\NC(=O)c1ccc([N+](=O)[O-])cc1Cl)c1ccccc1	4	-6	1.4	-5	-1	-1	12	8	0
CC1CCCC(NC(=O)COC(=O)c2cc3ccccc3oc2=O)C1C (configuration not stated)	7	.	.	4	.	.	5	37*	.
O=C(CCN1CCN(Cc2ccccc2)CC1)NNC(=O)Nc1cccc(Cl)c1	2	0	-0.6	-2	-5	-2	2	-4	-4
Cc1ccccc1C(=O)Oc1cccc(Nc2ncnc3ccccc23)c1	2	7	4.2	11	-4	6	4	2	18
CCCCS(=O)(=O)NC1=NCN(CC)CN1	7	-2	0.6	0	0	1	0	-1	-3
COc1ccc2cc(C(=O)C3CCCN(C(=O)Cc4c(C)noc4C)C3)ccc2c1 (configuration not stated)	-2	4	-1.4	3	3	-5	1	3	4
Cc1cccc(C(C)(C)C)c1OCCOCCN1CCCC1	3	-1	-1.8	2	5	1	2	-1	-7
COc1ccc(NC(=O)c2csc(Cc3ccc(Cl)cc3)n2)cc1	2	4	0.8	5	-1	0	7	-2	5
O=C(N/N=C/c1ccc2ncccc2c1)c1cc(-c2cccs2)nc2ccccc12	-38	1	7.7	-1	-1	7	10	-46	19
CCOC(=O)C1(CC)CC(CSc2nc3ccccc3[nH]2)OC1=O (configuration not stated)	-13	-2	-1.9	-5	-2	-5	4	-3	-9
Cc1cc(NC(=O)CSc2nnc(Nc3ccccc3F)s2)no1	9	-2	-0.7	-1	2	3	2	-4	12
CC(=O)C[C@@H](O)CC(=O)[C@@H]1OC(=O)CCCCCc2ccccc21	10	.	.	4	.	.	0	-4	.
CC(C(=O)N(C)C1CCS(=O)(=O)C1)N1C(=O)/C(=C/c2ccc(F)cc2)SC1=S (configuration not stated)	-23	7	4.0	-20	1	1	0	5	-3
COc1ccccc1Nc1nc(Cl)nc(NC(C)(C)C)n1	6	2	0.0	6	-1	-3	10	-6	2
CCC(=O)NC(c1ccccc1OC)c1ccc2cccnc2c1O (configuration not stated)	8	1	0.9	-1	-6	0	1	0	-4
CCOc1ccc(-n2c(SCC(=O)Nc3ccccc3CC)nc3n[nH]c(C)c3c2=N)cc1	-3	3	0.8	4	0	0	34	.	-7
CCOC(=O)CN1C(=O)N[C@@H](CCc2ccccc2)[C@H](C(C)=O)[C@H]1C	7	-1	2.3	-7	1	1	1	-4	-16
O=C(Cn1c2ccccc2c2nc3n(c(=O)c21)CCCS3)Nc1ccccc1	3	2	-2.0	-26	-2	-2	0	6	7
Cc1cccn2c(=O)c(C=O)c(NCc3ccccc3)nc12	3	5	-0.9	-1	0	-5	3	.	4
CCN(CC)c1ccc(-n2c(O)c(C=C3N=c4ccccc4=N3)sc2=S)cc1	8	-5	0.6	7	1	0	2	-3	0
CC1=NNC(=O)C1CC(=O)N/N=C/c1cccs1 (configuration not stated)	-4	0	-2.1	6	0	0	-1	-7	-2
COc1ccc(-c2cc(C(=O)Nc3cc(C)ccc3O)no2)cc1	-7	0	-1.1	6	2	-1	4	-5	12
